Screens (PubChem BioAssay)
aSyn UTR inh = 5' untranslated region of α-synuclein, MLPCN primary screen; alpha-synuclein 5'UTR reporter, inhibitor activity; inhibition, % (tested at 7.5 µM); 300,000 compounds, 0.82% hits; AID 1813; in the data active means inhibition above about 60%; inconclusive means no clear call, values can overlap the other calls;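 further: H4 neuroglioblastoma cells stably carrying SNCA 5'UTR luciferase fusion; 0% = DMSO wells and 100% = positive control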
IEC-6 tox = counter-screen for KLF5 inhibitors: cytotoxicity in IEC-6 cells; 290,000 compounds, 0.78% hits; inhibition, % at 5 µM; IEC-6 cytotoxicity, luminescence viability; in the data active means inhibition above about 22%;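 further: 0% = plate median of test compound wells and 100% = cytotoxic reference compound wells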
HIF activator = HIF pathway transcriptional activation; U2OS HRE-luciferase reporter, luminescence; normalized: DMSO 0%, desferrioxamine 100%; 300,000 compounds, 0.32% hits; activation, % at 7.5 µM (by protocol); AID 1910;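 active means mean activation of at least 10% of the iron chelator positive control signal, with at least half of replicates also reaching 10%; inconclusive means mean and replicate majority disagree about reaching 10%; inactive means mean and most replicates under 10%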
TRPC4 block = inhibitors of mouse TRPC4 channel | 300,000 compounds, 0.39% hits | AID 2247 | B-score at 10 µM | HEK293 TRPC4beta/mu-opioid, DAMGO-evoked Fluo4 calcium flux; active compounds read low;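 active means B-score over 3 SD under the library average, no early fluorescence shift, positive overall ratio signal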
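material = TRPC4beta/mu-opioid receptor HEK293 cell line | probe or stimulus = sequential submaximal and maximal DAMGO stimulation | compound dosing = one concentration per compound | measured by = Fluo4 Ca2+ flux fluorescence | evaluation = integrated fluorescence ratio relative to baseline, converted to per-well B score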
TRPC6 inh = blocks the mouse TRPC6 cation channel | Q61143 | HEK293-TRPC6, membrane potential dye, ACh-evoked depolarization; active compounds read low | B-score at 10 µM | 310,000 compounds, 1.1% hits | AID 2553;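 active means B-score under library mean minus 3 SD, initial fluorescence not abnormally high, positive integrated signal ratio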;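 further: B-score derived from integrated fluorescence ratio over the kinetic read; more negative B-score means stronger inhibition of depolarization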
TRPC4 agonist = activators of mouse TRPC4 channel; Q9QUQ5; B-score at 10 µM; HEK293 TRPC4beta/mu-opioid, Fluo4 calcium fluorescence; active compounds read high; 310,000 compounds, 0.49% hits;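 active means B-score above 5 SD of library B-scores, and initial fluorescence ratio not above library mean plus 5 SD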;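 further: positive B-score marks a calcium rise read as TRPC4 activation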
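Assay system: HEK293 stable line with TRPC4beta plus mu-opioid receptor; schedule: 45 min room-temperature Fluo4 loading, 110 s read; technique: kinetic Fluo4 calcium fluorescence; evaluation: integrated baseline-normalised fluorescence ratio, converted to per-well B score; controls: buffer (low) and maximal DAMGO (high)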
SKKanGAS inh = blocks kanamycin growth of S. pyogenes SKKanGAS strain; BacTiter-Glo, 6 h; inhibition, % at 7.5 µM; 300,000 compounds, 1.3% hits; AID 1662;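 active means mean replicate score, as percent of positive control median, at least 50; inconclusive means mean below 50 but one replicate at or above 50; inactive means mean and every replicate below 50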;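 further: strain carries kanamycin resistance gene driven by streptokinase promoter and grows in 40 µg/ml kanamycin; loss of luminescence reflects streptokinase promoter inhibition or plain growth inhibition; 0% = median of DMSO wells and 100% = positive control at its reference dose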
MrgX1 antagonist = antagonists of human MrgX1 receptor. AID 588676. 310,000 compounds, 1.3% hits. MRGX1-HEK293 calcium flux, Fluo-4, BAM8-22 antagonism; active compounds read low. B-score at 10 µM;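 active means calcium-response B-score plate-corrected more than 3 library SD below zero, starting fluorescence within 5 deviations, no agonist response on first addition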;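 further: peak minus trough fluorescence over baseline after final BAM8-22 challenge near maximal dose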
Target sequence (Q96LB2 whole entry, looked up): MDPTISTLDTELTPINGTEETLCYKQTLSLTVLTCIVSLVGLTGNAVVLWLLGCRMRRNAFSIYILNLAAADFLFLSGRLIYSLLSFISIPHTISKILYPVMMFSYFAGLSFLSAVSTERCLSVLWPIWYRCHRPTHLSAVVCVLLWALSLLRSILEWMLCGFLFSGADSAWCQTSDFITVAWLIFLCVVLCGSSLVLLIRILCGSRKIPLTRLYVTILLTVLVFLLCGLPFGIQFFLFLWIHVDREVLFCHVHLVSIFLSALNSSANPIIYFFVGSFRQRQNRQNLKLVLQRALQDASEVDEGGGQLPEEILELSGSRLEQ
KLF5 inhibitor = kruppel-like factor 5 inhibition | AID 1700 | 290,000 compounds, 0.23% hits | inhibition, % at 5 µM | DLD-1 KLF5 promoter-luciferase reporter, luminescence;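 active means inhibition above a per-plate limit of that plate's mean compound inhibition plus 3 SD, cut at about 60% in these data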;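 further: 0% = DMSO wells and 100% = LY294002 at 200 µM; higher means less KLF5 promoter-driven luciferase light; inactives centre near -14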
TRPC4 potent = TRPC4 (mouse) allosteric potentiation; Q9QUQ5; HEK293 TRPC4beta/mu-opioid, DAMGO EC20, Fluo-4 Ca2+ flux; active compounds read high; B-score at 10 µM; 310,000 compounds, 0.42% hits;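 active means B-score of calcium response area above 5 SD of library B-scores, with initial fluorescence ratio within 5 SD of library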;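 further: B-score of integrated fluorescence ratio over time as area under calcium response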
TRPC6 activator = mouse TRPC6 channel activation. Q61143. 310,000 compounds, 0.13% hits. HEK293-TRPC6 membrane potential dye fluorescence; active compounds read high. B-score at 10 µM;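 active means B-score of the integrated fluorescence ratio above library mean plus 3 SD, and starting fluorescence ratio within library mean plus 5 SD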;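 further: higher score means more depolarization so channel activation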
An asterisk follows results filed as active; i = inactive; ? = inconclusive; . = no result given.

Below each SMILES: SKKanGAS inh	TRPC4 potent	TRPC6 inh	TRPC4 agonist	MrgX1 antagonist	HIF activator	TRPC6 activator	aSyn UTR inh	KLF5 inhibitor	TRPC4 block	IEC-6 tox
1	Cc1cccc(NC(=O)CNCC(=O)Nc2cccc(C)c2C)c1C
→ -1	i	i	i	i	-0.1	i	-1	-6	i	-9
2	O=C(COC(=O)c1ccc2c(c1)OCCO2)NCCC1=CCCCC1
→ -10	i	i	i	i	0.2	i	-47	38	i	-4
3	CC(C)NC(=O)CN1C(=O)C(C)(C)Oc2ccc(C(=O)NC3CCCCC3)cc21
→ -2	i	i	i	i	0.2	i	-13	18	i	-3
4	CSc1ccccc1NC(=S)NC1CCCCC1
→ 2	i	i	i	i	0.8	i	7	0	i	-5
5	COC(=O)c1cccc(N(C(=O)c2ccco2)C(C(=O)NC2CCCC2)c2ccc(N3CCOCC3)cc2)c1 (stereo not drawn)
→ 3	i	i	i	i	-0.6	i	28	7	i	-4
6	O=C(CSCc1ccc(F)cc1)Nc1ccccc1
→ -6	i	i	i	i	1.5	i	-56	-50	i	-1
7	COc1ccccc1C(=O)Oc1cc(N)n(S(=O)(=O)c2ccc(C)cc2)n1
→ 0	i	i	i	i	-0.3	i	2	-12	i	1
8	COc1ccccc1NS(=O)(=O)c1cccc(NC(=O)C2CC(=O)N(Cc3ccccc3)C2)c1 (stereo not drawn)
→ 7	i	i	i	i	-0.6	i	8	-31	i	1
9	O=C(CSCc1ccccc1)NCCCN1CCOCC1
→ -1	i	i	i	i	-0.1	i	-33	-6	i	2
10	COc1ccc(/C=N/n2c(N)nc(-c3ccccc3)c2-c2ccccc2)cc1
→ 1	i	i	i	i	1.0	i	-63	-32	i	2
11	O=C(CSc1nc(O)cc(=O)n1-c1ccccc1)N1CCCCC1
→ 23	i	i	i	.	0.0	i	-26	-19	.	-8
12	COCCNc1nc(N)c([N+](=O)[O-])c(NC2CCCCC2)n1
→ -9	i	i	i	i	0.4	i	68*	4	i	0
13	Cc1ccccc1CNC(=O)CCCn1ncn2c(cc3occc32)c1=O
→ 4	i	i	i	i	0.3	i	5	-12	i	2
14	O=C(c1ccc2c3c(cccc13)CC2)N1CCN(c2ncccn2)CC1
→ 2	i	i	i	i	-0.2	i	26	-21	i	-5
15	O=C(NC(=S)N1CCN(c2c(Cl)cccc2[N+](=O)[O-])CC1)c1cccs1
→ 76*	i	i	i	i	3.2	i	11	-17	i	3
16	O=C(O)c1cc(Nc2nc(N3CCOCC3)nc(N3CCOCC3)n2)ccc1Cl
→ 2	i	i	i	i	-0.4	i	-10	4	i	7
17	Cc1ccc(-n2nnnc2-c2cnc(-c3cccnc3)nc2C(F)(F)F)cc1
→ -1	i	i	i	i	-1.3	i	1	-32	i	-5
18	COc1ccc(CCNC(=O)CN2C(=O)CSc3ccc(S(=O)(=O)N4CCOCC4)cc32)cc1OC
→ -3	i	i	i	i	-0.4	i	26	-21	i	10
19	CCC(=O)N1CCc2cc(S(=O)(=O)CCC(=O)N3CCc4ccccc4C3)ccc21
→ 3	i	i	i	i	-0.5	i	2	-22	i	1
20	CCCCCN(C(=O)NC(=O)Nc1ccccc1C)S(C)(=O)=O
→ 1	i	i	i	i	0.2	i	-36	-53	i	1
21	CCOc1ccc(/C=C/c2[nH]c(=O)[nH]c(=O)c2[N+](=O)[O-])cc1
→ 2	i	i	i	i	-0.1	i	5	-55	i	5
22	COc1ccccc1C(C)NCC(=O)NCC(=O)Nc1ccc(F)c(F)c1F (stereo not drawn)
→ -12	i	i	i	i	-0.2	i	-17	-28	i	3
23	Cc1nc2cc(-c3cccs3)[nH]n2c(=O)c1C
→ 0	i	i	i	-5.2*	2.1	i	-108	-89	i	0
24	CCCC(C)NC(=O)CN1C(=O)NC2(CCc3ccccc32)C1=O (stereo not drawn)
→ 6	i	i	i	i	40*	i	-37	8	i	-4
25	O=C(CS(=O)(=O)Cc1ccccc1)N1CCN(c2cccc(C(F)(F)F)c2)CC1
→ 5	i	i	i	i	-1.0	i	-5	14	i	-1
26	CC(=O)N1CCN(C(=O)CCC(=O)O)CC1
→ -5	i	i	i	i	-0.2	i	-13	-22	i	-4
27	C=CCn1c(SCC(=O)Nc2cccc(OC)c2)nnc1-c1cccnc1
→ -13	i	i	i	i	0.4	i	-10	-10	i	5
28	CSc1ccc(CCNS(=O)(=O)c2c(C)[nH]c(C)c2C(=O)N2CCCCC2)cc1
→ 2	i	i	i	i	-0.9	i	15	-27	i	2
29	Cc1cc(C(=O)N2CCCC(Nc3ccc(F)cc3)C2)c(C)o1 (stereo not drawn)
→ 4	i	i	i	i	0.6	i	-40	-2	i	-3
30	Cc1ccc(F)cc1CNC(=O)C1CCC(=O)N(CCCN2CCCC2=O)C1 (stereo not drawn)
→ 4	i	i	i	i	0.5	i	-11	-35	i	4
31	Cc1ccc(-n2cc(-c3ccccc3)c3c(N4CCOCC4)ncnc32)cc1
→ 2	i	i	i	.	-0.1	i	31	-27	i	-3
32	CCC1C(c2ccccc2)N(C)C(c2ccccc2)CC1(O)c1ccccc1 (stereo not drawn)
→ 12	i	i	i	i	-0.4	i	40	-21	i	-4
33	CC(C)Cn1cnc2c1c(=O)n(CC(=O)N(C)C)c(=O)n2Cc1ccccc1
→ -4	i	i	i	i	-0.8	i	14	-16	i	2
34	CN(C)c1nc(N(C)C)nc(N2CC(CCl)OC2=N)n1 (stereo not drawn)
→ -10	i	i	i	i	-0.3	i	20	6	i	-4
35	O=C1NC[C@@H](Cc2ccc(O)cc2)N(CCc2cccc3ccccc23)C1=O
→ 5	i	i	i	i	-0.2	i	23	.	i	.
36	O=C(NCc1c(F)cccc1F)c1cc(COc2c(F)cccc2F)on1
→ 15	i	i	i	i	0.4	i	-39	-34	i	-6
37	COc1ccc(-c2noc(CSc3nnc(CCc4ccccc4)n3-c3ccccc3)n2)cc1OC
→ 2	i	i	i	i	.	i	?	2	i	1
38	COc1ccc(-c2cn[nH]c2-c2ccc(OCc3ccc([N+](=O)[O-])cc3)cc2O)cc1OC
→ 7	i	i	i	i	-0.3	i	1	-16	i	0
39	CCn1c(N2CCN(S(=O)(=O)c3ccccc3)CC2)nc2ccccc21
→ -1	i	i	i	i	-0.2	i	26	-10	i	-3
40	Cn1c(SCC(=O)Nc2cccc(F)c2)nc2c(c1=O)SCC2
→ 2	i	i	i	-8.8*	0.3	i	15	-27	i	-1
41	COCCSc1ccccc1C(=O)Nc1ccccc1C#N
→ 12	i	i	i	i	0.7	i	18	-39	i	-4
42	CCCC(=O)N(CCN1CCOCC1)c1nc2c(OC)ccc(C)c2s1
→ 1	i	i	i	i	-0.2	i	-12	-13	i	-1
43	COc1cc2[nH]c(=O)n(CCCCCC(=O)NC3CCCC3)c(=O)c2cc1OC
→ 1	i	i	i	i	-0.9	i	1	-12	i	2
44	O=C(/C=C/NCc1cccnc1)c1ccc(-c2ccccc2)cc1
→ 2	i	i	i	i	-0.6	i	-81	-33	i	10
45	O=C(Nc1cc(S(=O)(=O)N2CCOCC2)ccc1Cl)C(=O)c1c(-c2ccccc2)cc2ccccn12
→ -2	i	i	i	i	0.6	i	13	-14	i	1
46	C=CCSc1nc(N2CCOCC2)c2c(c1C#N)CC(C)(C)N(C)C2
→ -16	i	i	i	i	-0.1	i	9	-27	i	-3
47	Cc1c(N/N=C(\C#N)C(=O)c2ccccc2)c(=O)n(-c2ccccc2)n1C
→ 65*	i	i	i	.	-0.3	i	46	37	i	39*
48	CCN(CC)C(=O)C(=O)c1cn(CC(=O)N2CCc3ccccc3C2)c2ccccc12
→ 1	i	i	i	i	-0.4	i	1	-37	i	0

5 compounds drawn at random from the list so far, as already listed:
Below each SMILES: SKKanGAS inh	TRPC4 potent	TRPC6 inh	TRPC4 agonist	MrgX1 antagonist	HIF activator	TRPC6 activator	aSyn UTR inh	KLF5 inhibitor	TRPC4 block	IEC-6 tox
9	O=C(CSCc1ccccc1)NCCCN1CCOCC1
→ -1	i	i	i	i	-0.1	i	-33	-6	i	2
24	CCCC(C)NC(=O)CN1C(=O)NC2(CCc3ccccc32)C1=O (stereo not drawn)
→ 6	i	i	i	i	40*	i	-37	8	i	-4
15	O=C(NC(=S)N1CCN(c2c(Cl)cccc2[N+](=O)[O-])CC1)c1cccs1
→ 76*	i	i	i	i	3.2	i	11	-17	i	3
35	O=C1NC[C@@H](Cc2ccc(O)cc2)N(CCc2cccc3ccccc23)C1=O
→ 5	i	i	i	i	-0.2	i	23	.	i	.
36	O=C(NCc1c(F)cccc1F)c1cc(COc2c(F)cccc2F)on1
→ 15	i	i	i	i	0.4	i	-39	-34	i	-6

Filtered by structure: those above containing a Cl atom (4)
Below each SMILES: SKKanGAS inh	TRPC4 potent	TRPC6 inh	TRPC4 agonist	MrgX1 antagonist	HIF activator	TRPC6 activator	aSyn UTR inh	KLF5 inhibitor	TRPC4 block	IEC-6 tox
15	O=C(NC(=S)N1CCN(c2c(Cl)cccc2[N+](=O)[O-])CC1)c1cccs1
→ 76*	i	i	i	i	3.2	i	11	-17	i	3
16	O=C(O)c1cc(Nc2nc(N3CCOCC3)nc(N3CCOCC3)n2)ccc1Cl
→ 2	i	i	i	i	-0.4	i	-10	4	i	7
34	CN(C)c1nc(N(C)C)nc(N2CC(CCl)OC2=N)n1 (stereo not drawn)
→ -10	i	i	i	i	-0.3	i	20	6	i	-4
45	O=C(Nc1cc(S(=O)(=O)N2CCOCC2)ccc1Cl)C(=O)c1c(-c2ccccc2)cc2ccccn12
→ -2	i	i	i	i	0.6	i	13	-14	i	1
